# High-throughput results deposited in PubChem by several laboratories.
# STAT1 activator = STAT1 signaling activators, primary screen, cell-based, HTS, luciferase reporter; NIH 3T3 STAT1-luciferase reporter, IFN-gamma, luminescence; 100% = IFN-gamma alone, no compound; activation (% of control), % at 5.5 µM; 200,000 tested, 2.6% active;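 active = activation above the screen-wide mean activation plus 3 SD, cut at about 130% in these data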;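 also: raw ratio to IFN-gamma control signal so 100% means no change and 0% no light; values of inactives mirror those of a sister screen read the other way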
# FLuc inh counter = firefly luciferase enzyme inhibitors, primary screen, artefact control for luciferase-based inhibitor screens, biochemical, luminescence, ATPLite; Luciferin 4-monooxygenase (Photinus pyralis), P08659; 10 min; inhibition, % at 10 µM; 200,000 tested, 1.5% active;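 active = inhibition above about 50% when tested at 10 µM, limit read from the data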
# Target sequence (P08659 whole entry, looked up): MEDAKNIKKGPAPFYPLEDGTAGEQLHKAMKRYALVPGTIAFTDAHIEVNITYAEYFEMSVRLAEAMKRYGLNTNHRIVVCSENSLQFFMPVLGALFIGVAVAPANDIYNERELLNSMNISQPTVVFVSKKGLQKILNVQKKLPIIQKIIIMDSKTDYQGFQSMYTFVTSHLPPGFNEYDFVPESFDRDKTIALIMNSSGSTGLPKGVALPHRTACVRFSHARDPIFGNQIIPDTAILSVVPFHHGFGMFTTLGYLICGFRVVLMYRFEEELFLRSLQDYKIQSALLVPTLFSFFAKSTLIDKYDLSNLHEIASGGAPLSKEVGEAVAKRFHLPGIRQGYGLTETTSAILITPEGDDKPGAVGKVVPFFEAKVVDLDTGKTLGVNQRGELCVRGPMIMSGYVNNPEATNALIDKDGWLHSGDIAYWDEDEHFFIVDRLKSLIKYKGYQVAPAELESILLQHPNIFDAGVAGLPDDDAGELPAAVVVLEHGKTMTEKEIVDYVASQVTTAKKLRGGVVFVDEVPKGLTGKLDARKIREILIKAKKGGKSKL
# ROMK mod = ROMK potassium channel modulators, primary screen, cell-based, thallium flux, MLSMR library. Tet-inducible ROMK, thallium flux fluorescence; actives lie on both sides. B-score at 10 µM. ATP-sensitive inward rectifier potassium channel 1 (Homo sapiens), P48048. 130,000 tested, 2% active;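 active = signal ratio slope over the read window, or its plate-corrected B-score, at least 3 SD from the plate mean, either direction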;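 also: B-score of the F/F0 ratio slope over 7 to 12 s after thallium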
# Target sequence (P48048 whole entry, looked up): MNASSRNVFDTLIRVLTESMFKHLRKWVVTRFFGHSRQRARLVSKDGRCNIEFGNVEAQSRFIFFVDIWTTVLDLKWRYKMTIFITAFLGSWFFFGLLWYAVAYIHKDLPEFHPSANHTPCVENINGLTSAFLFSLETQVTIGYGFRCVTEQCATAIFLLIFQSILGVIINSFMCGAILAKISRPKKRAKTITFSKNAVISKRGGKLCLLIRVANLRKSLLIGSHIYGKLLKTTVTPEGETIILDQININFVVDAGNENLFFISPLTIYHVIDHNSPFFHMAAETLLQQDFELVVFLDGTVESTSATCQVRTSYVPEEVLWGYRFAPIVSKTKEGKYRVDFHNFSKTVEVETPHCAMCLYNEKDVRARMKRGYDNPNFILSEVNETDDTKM
# STAT1 inh = STAT1 signaling inhibitors, primary screen, cell-based, HTS, luciferase reporter | 200,000 tested, 0.35% active | NIH 3T3 STAT1-luciferase reporter, IFN-gamma, luminescence | inhibition, % at 5.5 µM;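 active = inhibition above a set limit, the mean inhibition across all tested compounds plus 3 SD, cut at about 34% in these data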;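 also: 0% = IFN-gamma with DMSO and 100% = IFN-gamma with 300 µM nifuroxazide; values of inactives mirror those of a sister screen read the other way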
# STAT3 activator = IL-6 driven STAT3 reporter potentiators, primary screen, U3A cells, luciferase, luminescence, MLSCN library; activation (% of control), % at 5.6 µM; AID 871, 2007; IL-6 STAT3-luciferase reporter; 100% = signal with IL-6 EC80 alone; 190,000 tested, 0.91% active;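 active = activation above the screen-wide mean of compound activation plus 3 SD, cut at about 130% in these data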;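 also: 0% = background luminescence of wells with medium and substrate only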
#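 Material: human STAT1-deficient U3A cells with stable STAT3-luciferase reporter / Probe or stimulus: IL-6 stimulus at 33 ng/mL final / Schedule: 1 h compound pre-exposure, 6 h IL-6 stimulation, 37 °C / Technique: luminescence / Read-out basis: percent of IL-6-only median luminescence / Control set: IL-6-only high control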
# FLuc act counter = FLuc activators, initial screening, artefact control for FLuc-dependent activation tests, biochemical, ATPlite luminescence; Luciferin 4-monooxygenase (Photinus pyralis), P08659; ATPlite luciferase biochemical, 10 min; 0 = ATP-free wells, 1 = DMSO control; activation factor at 10 µM; 200,000 tested, under 10 active;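 active = luciferase activation factor, scaled between plate controls, of at least 2 with compound at 10 µM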
#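 Assay system: Luciferase/luciferin detection reagent, cell-free biochemical luciferase assay / Also added: ATP substrate / Schedule: 10 min at ambient temperature / Measured by: luminescence measurement of luciferase light output / Benchmarks: low control with PBS replacing ATP, high control enzyme plus ATP without compound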
# APP 5'UTR act = activators of APP 5'UTR luciferase reporter, primary screen, SH-SY5Y cells. SH-SY5Y APP 5'UTR luciferase reporter, luminescence; zero percent = DMSO vehicle wells. 190,000 tested, 1% active. AID 1276, 2008. activation, % at 2 µM;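 active = activation above a set limit, based on mean plus 3 SD of controls, cut at about 140% in these data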; also: values of inactives mirror those of a sister screen read the other way
# NF-kB expr up = activators of NF-kB expression in neurons, primary screen, cell-based, HTS; AID 1239, 2008; 190,000 tested, 1.6% active; fold change at 12.5 µM; human neuronal cells, NF-kB reporter expression; active compounds read high; in the data active = fold change above about 3.3
# APP 5UTR inh = inhibitors of APP translation via 5'UTR reporter, primary screen, APP 5'UTR luciferase, SH-SY5Y cells | SH-SY5Y APP 5'UTR-luciferase reporter, luminescence | inhibition, % at 2 µM | 190,000 tested, 0.82% active | AID 1285, 2008;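 active = inhibition above a set limit, derived from the sample mean plus 3 SD, cut at about 45% in these data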; also: values of inactives mirror those of a sister screen read the other way
# STAT3 inh = IL-6 driven STAT3 reporter inhibitors, primary screen, U3A cells, luciferase, luminescence, MLSCN library | 190,000 tested, 0.89% active | IL-6 STAT3-luciferase reporter; host cell line lacks STAT1 | inhibition, % at 5.5 µM;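 active = inhibition above the mean inhibition across all screened compounds plus 3 SD, cut at about 44% in these data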;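 also: 0% = DMSO only wells and 100% = 100 µM nifuroxazide control wells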
# The depositor's hits bear a star; . = not tested or not shown.
SMILES,STAT1 activator,FLuc inh counter,ROMK mod,STAT1 inh,STAT3 activator,FLuc act counter,APP 5'UTR act,NF-kB expr up,APP 5UTR inh,STAT3 inh
CCNc1nc(NC(C)C)nc(OCC)n1,108,-7,0.5,-9,128,1.1,8,1.1,-8,-33
CC(C)(C)c1nc(NCC2CCCO2)c2nnn(Cc3ccccc3)c2n1 (stereo unspecified),103,-7,.,-3,96,1.1,-5,1.1,5,8
O=C(NCCCNc1ccc(C(F)(F)F)cc1[N+](=O)[O-])c1cc(F)c(F)cc1Cl,102,0,.,-3,103,1,0,0.86,0,-3
O=C1C(Cl)=C(N2CCN(Cc3ccccc3)CC2)C(=O)N1c1ccccc1,97,-9,0.061,3,93,1.1,12,0.92,-12,10
Cn1nnnc1SCC(=O)Nc1cc(C(=O)O)cc(C(=O)O)c1,112,-4,2.1,-13,105,1,7,1.2,-7,0
Cc1cc(S(=O)(=O)N2CCCC2)ccc1OCC(=O)NCc1ccco1,93,-2,.,7,106,1,2,1,-2,-1
O=C(Nc1ccc2c(c1)OC1(CCCC1)O2)C1CC1,100,3,.,1,115,1,10,1.6,-10,-10
COCCCNC(=O)CSc1nc2ccccc2c(=O)n1CCC(=O)NCCc1ccc(OC)c(OC)c1,99,0,0.15,1,99,1,-8,1.2,8,9
COCc1[nH][nH]c(=O)c1C=Nc1ccc(F)cc1F,100,-5,0.75,0,101,1.1,-5,1.1,5,4
CC(=O)CC1OC(=O)C(Br)=C1NCc1ccccc1 (stereo unspecified),108,-5,.,-9,104,1.1,-71,1.2,71*,-4
COc1ccc(/C(C)=N\n2cnnc2)cc1,112,-4,0.42,-13,96,1,13,0.81,-13,11
Cc1ccc(N2C(=O)c3ccc(C(=O)NCCN4CCOCC4)cc3C2=O)cc1,87,-8,.,14,94,1.1,5,1.2,-5,8
CN(C[C@@H](Cc1cccc2ccccc12)N(C[C@H](Cc1ccccc1)N(CCc1ccccc1)N=O)N=O)N=O,101,-8,.,1,.,1.1,-17,1.2,17,.
N#Cc1ccccc1NC(=O)CNc1ccccc1N1CCCCC1,95,-9,-0.86,6,135*,1.1,-2,0.82,2,-42
CCOc1ccc(OCCCC(=O)Nc2nc3ccccc3[nH]2)cc1,106,-2,-0.082,-8,96,1,-3,1.1,3,13

# STAT3 activator: hit marks shown above.
SMILES,STAT1 activator,ROMK mod,STAT1 inh,STAT3 activator,APP 5'UTR act,NF-kB expr up,APP 5UTR inh
N#Cc1ccccc1NC(=O)CNc1ccccc1N1CCCCC1,95,-0.86,6,135*,-2,0.82,2

# Following part.
SMILES,STAT1 activator,FLuc inh counter,ROMK mod,STAT1 inh,STAT3 activator,FLuc act counter,APP 5'UTR act,NF-kB expr up,APP 5UTR inh,STAT3 inh
CCC(=O)Nc1ccc(NC(=O)c2ccccc2)nc1,119,62*,0.46,-22,77,0.4,116,2.6,-116,32
N#Cc1ccc(C(=O)NCC(c2ccco2)N2CCCCC2)cc1 (stereo unspecified),109,-4,-0.71,-10,107,1,-22,1,22,-1
COc1ccc(NC(=O)CN(C)C(=O)c2ccc(C)s2)cc1,93,-3,.,8,97,1,0,1.4,0,8
Cc1cc(C(=O)COc2cccc3cccnc23)c(C)n1C,111,18,.,-12,110,0.8,14,1.1,-14,-6
COCCn1c(Sc2ccc(C)cc2)nc2c1c(=O)[nH]c(=O)n2C,100,-2,-0.15,0,96,1,-3,0.98,3,8
C(=N\Nc1nc2ccccc2[nH]1)/c1ccc2c(c1)OCO2,141*,55*,0.59,-46,91,0.5,149*,4.1*,-149,20
CCOC(=O)CN1C2=NCCN2c2ccccc21,99,0,.,1,108,1,1,1,-1,-3
CC(=O)Cc1nsc(NC(=O)c2ccco2)n1,99,3,1.2,1,96,1,9,1.3,-8,6
Cc1cc(SCC(=O)c2cc3ccccc3o2)nc2ccccc12,96,0,.,4,146*,1,11,1.2,-11,-47
Cc1ccc(S(=O)(=O)N2CCN(c3nc4ccccc4nc3-n3nc(C)cc3C)CC2)cc1,105,-4,.,-5,131,1,22,0.53,-22,-29
Cc1cc2n(n1)SC(Nc1ccc(F)c(Cl)c1)N2 (stereo unspecified),118,0,.,-19,85,1,3,1.7,-3,21
CC(C)c1nnc(NC(=O)CCC(=O)N2CCN(C3CCCCC3)CC2)s1,96,4,0.51,5,97,1,0,1,0,6
Fc1cccc(CSc2ccc(-c3ccco3)nn2)c1,124,43,.,-26,93,0.6,73,2.3,-73,4
CCCNC(=O)c1cc2ccccc2c(=O)o1,103,-2,0.18,-3,88,1,-3,1.3,3,18
O=C(CSc1nnnn1-c1ccccc1)N1CCN(C(=O)c2ccco2)CC1,103,-3,.,-3,98,1,3,1.1,-3,6

# Among those listed so far, these contain an NH in an aromatic ring:
SMILES,STAT1 activator,FLuc inh counter,ROMK mod,STAT1 inh,STAT3 activator,FLuc act counter,APP 5'UTR act,NF-kB expr up,APP 5UTR inh,STAT3 inh
COCc1[nH][nH]c(=O)c1C=Nc1ccc(F)cc1F,100,-5,0.75,0,101,1.1,-5,1.1,5,4
CCOc1ccc(OCCCC(=O)Nc2nc3ccccc3[nH]2)cc1,106,-2,-0.082,-8,96,1,-3,1.1,3,13
COCCn1c(Sc2ccc(C)cc2)nc2c1c(=O)[nH]c(=O)n2C,100,-2,-0.15,0,96,1,-3,0.98,3,8
C(=N\Nc1nc2ccccc2[nH]1)/c1ccc2c(c1)OCO2,141*,55*,0.59,-46,91,0.5,149*,4.1*,-149,20

# Going on with the list:
SMILES,STAT1 activator,FLuc inh counter,ROMK mod,STAT1 inh,STAT3 activator,FLuc act counter,APP 5'UTR act,NF-kB expr up,APP 5UTR inh,STAT3 inh
CN(C)c1ccc(/C=N/NC(=O)c2cccc(N3CCCC3=O)c2)cc1,102,40,0.73,-2,97,0.6,-11,1.2,11,10
COc1ccc(NC(=O)Cn2ncc(Cl)c(Cl)c2=O)cc1S(=O)(=O)N1CCOCC1,96,-6,1,5,103,1.1,4,1.4,-4,-4
COc1ccc(/C=N/OCC(=O)N(Cc2ccccc2)c2ccccc2C(=O)O)cc1,104,-1,0.74,-5,99,1,6,0.98,-6,-1
CCCCn1nnnc1NCc1ccc(OC)c(OC)c1OC,98,-5,.,2,102,1,16,0.97,-16,3
COC(=O)c1nnn(CC(=O)NC(=O)Nc2cccc(Cl)c2C)c1C(=O)OC,100,-7,-1.9,-1,95,1.1,-20,1,20,8
CCc1ccccc1NC(=O)CCN1C(=O)C2C3CCC(C3)C2C1=O (stereo unspecified),103,-6,-0.25,-4,96,1.1,-14,1.2,14,7
O=C(CN1CCCCCC1)N1c2ccccc2Sc2ccc(C(F)(F)F)cc21,97,-10,-0.71,0,101,1.1,4,0.93,-4,3
COc1ccc(S(=O)(=O)Nc2ccc3c(c2)OCCO3)cc1Cl,88,-1,.,13,94,1,-1,0.87,1,11
COc1ccc(Nc2nc(NC(C)(C)C)nc(N3CCOCC3)n2)c(OC)c1,98,-3,-0.59,2,106,1,15,0.61,-15,0
Cc1nc2ccccc2nc1OCc1ccc([N+](=O)[O-])cc1,104,-3,-0.71,-7,98,1,4,1.3,-4,7
NS(=O)(=O)c1ccc(NC(=O)COC(=O)CCC2CCCCC2)cc1,99,-5,.,1,99,1,4,1.1,-4,5
Cc1ccsc1/C=N/Nc1nc(=O)[nH]nc1C,71,52*,-0.39,30,58,0.5,57,2.1,-57,53*
COCCN=c1scc(-c2cccs2)n1/N=C/c1ccc(O)c(O)c1O,86,12,.,16,95,0.9,-11,0.85,11,10
Cc1cccc(C)c1OCCn1nc(C(=O)O)c2ccccc2c1=O,92,-3,.,9,116,1,-1,2.4,1,-17
CNC(=O)/C=C1\NC(C)(C)Cc2ccccc21,105,-4,.,-5,98,1,8,1,-8,4
Cc1ccc(N(CC(=O)N/N=C/c2cccc(Br)c2)S(C)(=O)=O)cc1,96,-2,1.2,5,103,1,-7,0.98,7,-6
Cc1csc(NC(=O)CSc2nnc3c4ccccc4nc(C(C)(C)C)n23)n1,98,-4,.,2,105,1,2,1,-2,6
CCOC(=O)C1CCCN(C(=O)COc2ccccc2O)C1 (stereo unspecified),105,3,0.37,-1,106,1,-12,1,12,-6
O=C(CC(C(=O)O)C1CCCO1)NCc1ccccc1 (stereo unspecified),112,-9,-0.26,-14,106,1.1,1,1.1,-1,0
CC1CCCN(C(=O)c2ccc3c(=O)n(Cc4ccc5c(c4)OCO5)c(=S)[nH]c3c2)C1 (stereo unspecified),99,-7,.,1,96,1.1,10,1,-10,9
Cc1c(-c2ccc(Br)cc2)[n+](=O)c2c(n1[O-])CCCC2,104,-9,0.08,-7,102,1.1,-10,1.1,10,2
O=c1cc(C(F)(F)F)[nH]c2c(C(F)(F)F)cccc12,86,-3,-2,15,93,1,-7,0.81,7,5
COc1ccc(C2(C(=O)NCC3CCCO3)CCOCC2)cc1 (stereo unspecified),98,-5,-0.0007,2,101,1.1,4,0.98,-4,2
CNc1oc(-c2ccccc2Cl)nc1C#N,107,-2,-1.2,-8,88,1,4,1.3,-4,18
CCOC(=O)C1=C(CN2CCOCC2)NC(=O)NC1c1cccc([N+](=O)[O-])c1 (stereo unspecified),105,-8,-0.055,-7,104,1.1,12,1.2,-12,-2
CCN(CC)S(=O)(=O)c1ccc(C(=O)OCn2nnc3ccccc3c2=O)cc1,100,-9,-1.8,0,100,1.1,3,0.99,-3,4
O=C(COC(=O)c1ccc(Br)cc1)NCCc1ccccc1,101,-9,-0.051,-1,101,1.1,14,1,-14,-4
CCOC(=O)c1cnc2ccc(OC)cc2c1Nc1ccc2c(c1)OCCO2,84,2,.,18,79,1,-10,0.62,10,34
COC1(c2cc(-c3ccccc3)nc(N)n2)CCCCC1,103,-4,-0.39,-3,95,1,10,0.98,-10,9
N#Cc1c(N)nc2c(c1N)CC(=O)N2c1ccccc1-c1ccccc1,95,-5,-0.02,5,105,1.1,11,0.8,-11,1
Cc1ccc(N2C(N)=C(C#N)C(c3cc(CN4CCOCC4)cs3)C3=C2CC(C)(C)CC3=O)cc1 (stereo unspecified),88,-1,1.1,10,91,1,16,0.94,-16,15
CCOC(=O)C1=c2/c(=C/c3ccncc3)c(N)c(C(=O)OC)n2C(=O)C(c2ccncc2)S1 (stereo unspecified),110,-5,1.3,-12,97,1,14,0.52,-14,10
Cc1nn(C)cc1C(=O)Nc1ccccc1Br,106,-1,.,-7,78,1,-7,1.2,7,29
COCCNC(=O)CCSc1nc(-c2ccc(OC)cc2)cc(C(F)(F)F)n1,104,-11,.,1,96,1.1,-10,1.1,10,8
Cc1ccc(C)c(S(=O)(=O)NCc2ccc(C(=O)N3CC(C)OC(C)C3)cc2)c1 (stereo unspecified),98,-8,-0.084,1,97,1.1,-5,1.1,5,7
Cc1ccc(C2=NN(CC(=O)NCc3ccccn3)C(=O)CC2)cc1,99,0,.,1,107,1,16,1.1,-16,-7
